TrxR1 inh: blocks rat thioredoxin reductase 1; O89049; recombinant rTrxR1, NADPH fluorescence consumption, selenite substrate; Potency, µM (doses to about 114 µM), inactives show top-dose activity change, negative = inhibition, usual class: inhibitors; 390,000 compounds, 1% hits; also: % is scaled to controls: 0 for no effect and ±100 for the full control effect; nearly all actives have a fitted effect of over 65% in size
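Rat TrxR1 (90 nM in the dispensed reagent) was pre-reduced with 400 uM NADPH for 5 min at room temperature, then incubated with compound for 15 min. After 400 uM selenite was added, NADPH fluorescence (Ex 340/Em 450 nm) was followed for 8 min.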
USP1 inh: USP1/UAF1 (human) deubiquitinase inhibition | O94782 | recombinant USP1/UAF1, Ub-Rhodamine cleavage fluorescence | Potency, µM (titrated, usually from 57.1 µM), inactives show top-dose activity change, negative = inhibition, actives largely listed as inhibitors | 390,000 compounds, 0.23% hits; also: % is scaled to controls: 0 for no effect and ±100 for the full control effect; nearly all actives have a fitted effect of over 60% in size; inactives centre near -12
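In this screen, compounds sit with the deubiquitinase complex (1nM) for 15 min at room temperature before Ub-Rho is added at 150nM final. Fluorescence rise is then followed for 6 reads every 60 seconds.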
mIDH1 inhibitor: inhibitors of human mutant IDH1 R132H; O75874; IDH1-R132H enzyme, NADPH consumption, diaphorase/resazurin fluorescence; Potency, µM (titrated, usually from 76.6 µM), for inactives: top-dose activity change, negative = inhibition, hits mostly inhibitors; 390,000 compounds, 0.093% hits; AID 602179; also: % is scaled to controls: 0 for no effect and ±100 for the full control effect; nearly all actives have a fitted effect of over 65% in size
Target sequence (O75874 whole entry R132H, stated change not applied): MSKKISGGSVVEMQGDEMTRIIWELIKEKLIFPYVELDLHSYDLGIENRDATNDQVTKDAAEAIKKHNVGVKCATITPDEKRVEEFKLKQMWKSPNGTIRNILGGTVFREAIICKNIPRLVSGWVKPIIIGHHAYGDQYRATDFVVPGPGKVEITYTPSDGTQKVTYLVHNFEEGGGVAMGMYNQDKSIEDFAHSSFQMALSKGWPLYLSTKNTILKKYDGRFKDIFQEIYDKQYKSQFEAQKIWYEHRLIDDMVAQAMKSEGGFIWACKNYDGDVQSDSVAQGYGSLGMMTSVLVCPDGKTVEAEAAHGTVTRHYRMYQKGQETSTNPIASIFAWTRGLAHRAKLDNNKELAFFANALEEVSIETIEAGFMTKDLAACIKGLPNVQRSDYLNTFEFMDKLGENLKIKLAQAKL
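IDH1-R132H (0.5 ug/mL dispensed) in pH 7.5 Tris buffer was preincubated 30 min with compound, then given a substrate mix of 0.016 mM NADPH and 2 mM alpha-KG for 80 min at room temperature; remaining NADPH was read by diaphorase/resazurin fluorescence.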
Vif-APOBEC3G blk: Vif-A3G binding inhibition. Q9HC16. HeLa A3G-eYFP + Vif (tagged APOBEC3G with the HIV-1 protein that degrades it), YFP fluorescence, overnight. Potency, µM (series often up to 46.1 µM), without a hit: top-dose activity, negative = active, usual class: inhibitors. 410,000 compounds, 0.076% hits;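 also: % is scaled to controls: 0 for no effect and ±100 for the full control effect; nearly all actives have a fitted effect of over 60% in size; hits raise eYFP signal because A3G escapes Vif-driven loss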
Target sequence (Q9HC16 whole entry, looked up): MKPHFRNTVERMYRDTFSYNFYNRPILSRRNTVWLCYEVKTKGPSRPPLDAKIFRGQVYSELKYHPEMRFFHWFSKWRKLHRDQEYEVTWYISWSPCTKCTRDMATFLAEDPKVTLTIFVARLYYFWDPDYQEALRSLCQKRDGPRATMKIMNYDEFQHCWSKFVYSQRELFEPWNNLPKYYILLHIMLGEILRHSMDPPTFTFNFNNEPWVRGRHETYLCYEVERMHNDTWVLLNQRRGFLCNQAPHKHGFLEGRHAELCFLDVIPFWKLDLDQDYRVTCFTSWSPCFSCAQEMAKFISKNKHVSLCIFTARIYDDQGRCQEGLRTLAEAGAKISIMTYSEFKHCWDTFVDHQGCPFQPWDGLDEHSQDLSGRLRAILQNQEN
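HeLa cells stably expressing Vif and C-terminally eYFP-tagged A3G, seeded overnight at 37 deg C, then exposed to compound by pintool overnight at 37 deg C. Rise in yellow fluorescence (Ex 488/Em 500-530, Acumen) marks blocked Vif-driven A3G degradation.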
RXFP1 ag: activates the human relaxin receptor RXFP1 | Q9HBX9 | HEK293T-RXFP1 cAMP TR-FRET, 30 min; response scale: percent of porcine relaxin response, buffer zero | Potency, µM (highest dose often 57.5 µM), for inactives: at the highest dose activation, most hits filed as activators | 370,000 compounds, 0.3% hits; also: % is scaled to controls: 0 for no effect and ±100 for the full control effect; nearly all actives have a fitted effect of over 60% in size; many of its hits are not listed in these tables
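Agonist response is measured as cAMP accumulation in an RXFP1-transfected HEK293T line under PDE4 inhibition. Values are scaled between buffer-only and 29 nM porcine relaxin, and EC50s come from standard Hill equation fits.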
Vif-A3F inh: blocks the Vif interaction with APOBEC3F; HeLa A3F-eYFP + Vif (tagged APOBEC3F with the HIV-1 protein that degrades it), YFP fluorescence increase; 390,000 compounds, 0.2% hits; Potency, µM (highest dose often 46.1 µM), for the others: top-dose activity, negative = active; also: % of control where 0% means no effect; nearly all actives have a fitted effect of over 65% in size
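Fluorescence increase (Ex 488/Em 500-530) after overnight compound treatment at 37 deg C flags inhibition of Vif-driven A3F-eYFP loss in stable HeLa A3F-eYFP/Vif cells seeded overnight beforehand.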
12-LOX inh: inhibitors of human 12S-lipoxygenase ALOX12 | P18054 | purified 12hLO, xylenol orange hydroperoxide absorbance | Potency, µM (top dose mostly 108 µM), without a hit: at the highest dose activity change, negative = inhibition, actives largely listed as inhibitors | 580,000 compounds, 1.1% hits | AID 1671190; also: % is scaled to controls: 0 for no effect and ±100 for the full control effect
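Purified human 12hLO (150 nM final) in 25 mM Hepes, 0.01% Triton X-100, pH 7.0 was preincubated 15 min at room temperature with compound. Then 40 uM arachidonic acid was added, 30 min. Hydroperoxide was read by Fe-XO absorbance ratio 573/405 nm.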
TrxR1 substrate: is turned over as a substrate by rat TrxR1. O89049. purified TrxR1 substrate turnover, NADPH consumption readout. Potency, µM (doses to about 114 µM), inactives show at the highest dose activity change, negative = substrate turnover. 390,000 compounds, 0.01% hits. AID 588456; also: % is scaled to controls: 0 for no effect and ±100 for the full control effect; nearly all actives have a fitted effect of over 50% in size
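Rat TrxR1, dispensed at 90 nM, was prereduced with 400 uM NADPH (final) for 5 min at ~22 deg C, then incubated with compound 15 min before 400 uM selenite. A first-read NADPH fluorescence drop versus no-compound background flagged substrates.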
RGS4 inhibitor: blocks human RGS4-accelerated GTP hydrolysis; 390,000 compounds, 0.039% hits; Transcreener GDP fluorescence polarization, RGS4-accelerated GTP hydrolysis; P49798; Potency, µM (top dose mostly 114 µM), without a hit: at the top dose activity change, negative = inhibition, hits mostly inhibitors; also: % is scaled to controls: 0 for no effect and ±100 for the full control effect; nearly all actives have a fitted effect of over 75% in size; some results filed as inactive show a strong effect at the top dose
Target sequence (P49798 whole entry, looked up): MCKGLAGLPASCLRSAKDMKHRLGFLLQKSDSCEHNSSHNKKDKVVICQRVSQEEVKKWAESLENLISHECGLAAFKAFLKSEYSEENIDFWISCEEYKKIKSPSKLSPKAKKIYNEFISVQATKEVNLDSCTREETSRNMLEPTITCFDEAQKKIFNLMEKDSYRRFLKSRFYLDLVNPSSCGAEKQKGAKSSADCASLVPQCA
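MLSMR compounds (23 nl, pin-transferred) preincubated 10 min at room temperature with a 500nM (2x) first reagent, then RGS4 at 900nM (2x) plus Transcreener GDP mix added; fluorescence polarization (620/688 nm) read before and after 90 min at 30 °C.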
Numbers without * were called inactive; u = inconclusive; x = not tested or not shown; & = joins results of further samples; [ ] = another dose, or the depositor's remark. Calls follow the shape of the dose curve; as a rule, active = well fitted curve in the direction sought with a large enough effect; inconclusive = small, poorly fitted or top-dose-only effect, or another doubt; inactive = no such curve, though single readings can be large; an effect the other way counts as inactive or inconclusive. Potency is read from the fitted curve at half-maximal effect. Only part of the results is shown; the hit share may differ from the screen's.

SMILES	TrxR1 inh	USP1 inh	mIDH1 inhibitor	Vif-APOBEC3G blk	RXFP1 ag	Vif-A3F inh	12-LOX inh	TrxR1 substrate	RGS4 inhibitor
COc1ccc(C(=O)Oc2cccc(/C=N/NC(N)=S)c2)cc1	8%[57.1 µM]	-16%	2%	-1%	-0.7%	u	40µM*	10%[57.1 µM]	-53%
CCOC(=O)N1CCC(N(C(=O)Nc2cccc(OC)c2)C(C)CC)CC1 (stereo not drawn)	24%	-6%	7%	3%	-0.4%	-5%	5%	9%	13%
CCN1CCN(CCNC(=O)c2ccc(/C=C3/Sc4ccccc4N(Cc4cccc(C)c4)C3=O)cc2)CC1	26%	-9%	3%	-24%	0.0%	3%	u	-1%	u
COCCn1c(C)cc(/C=C(\C#N)C(=O)OCC(=O)N(C)c2c(N)n(Cc3ccccc3)c(=O)[nH]c2=O)c1C	-23%	-14%	1%	0%	0.4%	-13%	-21%	-18%	-30%
O=C(CN1CCOc2ccccc21)N1CCC(Cc2ccccc2)CC1	3%	-15%	14%	2%	x	4%	132%[activator]	-9%	-13%
CC(C)CNC(=O)c1ccccc1NC(=O)CN(c1ccc2c(c1)OCCO2)S(C)(=O)=O	3%	0%	0%	-7%	-0.2%	-2%	13%	7%	30%
COc1cc(OC)cc(-c2c(-c3ccc(F)cc3)c3cc(Br)ccc3n2C)c1	30%[57.1 µM]	-30%	-14%	-2%	2.5%	-9%	-38%	20%[57.1 µM]	1%
Cc1cc2c(c(=O)o1)C(CC(C)C)C(C#N)=C(N)O2 (stereo not drawn)	9%[57.1 µM]	-25%	6%	1%	0.0%	4%	-2%	8%[57.1 µM]	9%
CCOc1cc(OCC)cc(C(=O)NCc2ccco2)c1	-12%[57.1 µM]	11%	-5%	0%	-0.5%	-10%	-22%	-5%[57.1 µM]	-43%
CC(=O)Nc1ccc(OCc2cn(CC(=O)c3ccc(O)cc3)nn2)cc1	x	-17%	-7%	0%	x	-5%	-93%	x	x
COc1ccc(C)cc1-n1nnnc1SCc1cc(=O)n2cc(C)ccc2n1	-13%	-6%	11%	3%	-3.2%	1%	-1%	0%	-49%
COc1ccc(-c2nc(CS(=O)CC(=O)NCCCN3CCOCC3)c(C)o2)cc1OC (stereo not drawn)	0%	2%	8%	3%	-0.5%	-5%	-6%&9%	7%	14%
COc1ccc(C)cc1S(=O)(=O)Nc1ccc2c(c1)OCCO2	-7%	-3%	-3%	1%	-0.6%	2%	0%	-5%	3%
O=C(NCC1CCNCC1)c1ccncc1	9%	-17%	2%	1%	-0.7%	-1%	u	6%	-2%
O=C(C1CCN(CC2CC=CCC2)CC1)N(CCc1ccccc1)Cc1ccccc1 (stereo not drawn)	-13%	-2%	1%	-1%	1.8%	-1%	u	-9%	3%
Cc1ccc(S(=O)(=O)N2CCCCC2)cc1C(=O)N1CCN(c2ccccn2)CC1	13%[57.1 µM]	-10%	3%	-2%	2.5%	2%	-6%	10%[57.1 µM]	-18%
CCCSc1nn2c(=O)c3ccccc3nc2s1	5%	-2%	1%	3%	3.2%	2%	0%	-4%	-3%
O=C(C/C=N\OCc1ccc([N+](=O)[O-])cc1)Nc1ccc(Cl)cc1	15%	-5%	-1%	-1%	0.5%	0%	-45%	-3%	u
COc1cccc(S(=O)(=O)Nc2ccc(C(=O)N3CCOCC3)cc2)c1	18%	-14%	-4%	6%	-0.4%	-2%	11%	3%	5%
C=CCOC(=O)C1=C[C@@H](c2csc3ccccc23)C[C@@H](OCc2ccc(CO)cc2)O1	-2%	-29%	7%	-10%	-1.1%	2%	-16%	-1%	-12%
C[C@H]1CN([C@@H](C)CO)C(=O)CCCn2nncc2CO[C@H]1CN(C)C(=O)c1ccncc1	x	-29%	-5%	2%	x	-2%	5%	x	x
O=C(CC1N=C2c3ccccc3N=C(SCc3cccc(Cl)c3)N2C1=O)NC1CCCCC1 (stereo not drawn)	-1%[57.1 µM]	4%	-6%	-3%	6.3%	2%	u	-3%[57.1 µM]	12%
COc1cccc(NC(=O)NCCCCc2ccccc2)c1	-10%	-22%	8%	3%	1.0%	-6%	0%	7%	-18%
Cc1cc(C)nc(NS(=O)(=O)c2ccc(NC(=O)CSc3nc(-c4ccccc4)c(C#N)c(=O)[nH]3)cc2)n1	-4%	-12%	-15%	2%	18µM*	0%	-9%	-9%	16%
COc1ccc(NC(=O)C2CC2)cc1OC1CCCC1	14%	-15%	4%	2%	-1.1%	7%	x	7%[57.1 µM]	-21%
C=CCC1(CC=C)CCCN1Cc1nc(COc2ccccc2)no1	-24%	-16%	11%	-17%	1.5%	u	100%[activator]	9%	-21%
Nc1nonc1-n1nnc(C(=O)N/N=C/c2ccc(OCc3ccccc3)cc2)c1CNc1ccccc1	11%	-20%	-4%	1%	2.8%	4%	18%	-6%	5%
Cc1ccc(S(=O)(=O)N2CC(=O)Nc3ccccc32)cc1	23%	-9%	-5%	-5%	3.7%	-7%	3%	12%	32%
O=C(CCNC(=O)c1ccccc1)Nc1ccc(F)c(Cl)c1	12%	-23%	0%	0%	2.6%	3%	-7%	-2%	-14%
COCCC(=O)N(Cc1ccc2c(c1)OCO2)C(C(=O)NC1CCCCC1)c1ccncc1 (stereo not drawn)	11%[57.1 µM]	-15%	4%	2%	2.3%	-4%	u	4%[57.1 µM]	13%

Sorted by heavy-atom count (ascending): 3 of the compounds above
SMILES	TrxR1 inh	USP1 inh	mIDH1 inhibitor	Vif-APOBEC3G blk	RXFP1 ag	Vif-A3F inh	12-LOX inh	TrxR1 substrate	RGS4 inhibitor
Cc1ccc(S(=O)(=O)N2CC(=O)Nc3ccccc32)cc1	23%	-9%	-5%	-5%	3.7%	-7%	3%	12%	32%
COc1cccc(NC(=O)NCCCCc2ccccc2)c1	-10%	-22%	8%	3%	1.0%	-6%	0%	7%	-18%
Cc1cc(C)nc(NS(=O)(=O)c2ccc(NC(=O)CSc3nc(-c4ccccc4)c(C#N)c(=O)[nH]3)cc2)n1	-4%	-12%	-15%	2%	18µM*	0%	-9%	-9%	16%

(continued)
SMILES	TrxR1 inh	USP1 inh	mIDH1 inhibitor	Vif-APOBEC3G blk	RXFP1 ag	Vif-A3F inh	12-LOX inh	TrxR1 substrate	RGS4 inhibitor
CSCCC(NS(=O)(=O)c1ccc2c(c1)c(=O)n(C)c(=O)n2C)C(=O)NC1CCN(Cc2ccccc2)CC1 (stereo not drawn)	36%[57.1 µM]	-14%	0%	-3%	18µM*	0%	-3%	9%[57.1 µM]	-17%
CC(C)[C@H](NC(=O)c1cccc(S(=O)(=O)N2CCCC2)c1)c1nc2ccccc2[nH]1	-4%	-2%	0%	-1%	-1.8%	3%	140%[activator]	-3%	6%
CCN(CC(=O)Nc1c(F)cccc1F)C(=O)CCCc1c[nH]c2ccccc12	7%	-12%	7%	-1%	-2.6%	-8%	0%	-8%	5%
Cn1c(=O)c2c(nc(N3CCOCC3)n2Cc2c(F)cccc2Cl)n(C)c1=O	5%[57.1 µM]	-16%	5%	-3%	-0.1%	10%	0%	-1%[57.1 µM]	-2%
CCN1CCC(NC(=O)c2cc(OC)c(OC)cc2OC)CC1	7%	-3%	-1%	-6%	1.3%	1%	-12%	5%	14%
COc1cccc(C(=O)NCCC(=O)NCc2cc(=O)n(C)c(=O)n2C)c1	23%	-29%	-6%	-1%	12%	-3%	6%	5%	22%
Cc1ccc(C(=O)Nc2nc(-c3nnn(-c4cccc(Cl)c4C)c3C)ns2)cc1C	14%[57.1 µM]	-9%	-6%	5%	3.9%	5%	-2%	6%[57.1 µM]	-17%
COc1ccc(N(Cc2ccco2)C(=O)c2ccccc2F)cc1OC	6%[57.1 µM]	-4%	-1%	-1%	1.3%	0%	0%	5%[57.1 µM]	37%
O=C(Nc1ccc(O)cc1C(=O)O)c1cccs1	-3%[57.1 µM]	-12%	-5%	3%	-0.3%	16%	u	-4%[57.1 µM]	20%
Cc1ccc(-n2c(-c3ccccc3)nnc2-c2cccs2)cc1	18%	-5%	0%	-1%	0.6%	-10%	-14%	8%	5%
Cc1cccc(N2C(=O)CN(Cc3cccs3)C2=S)c1	7%[57.1 µM]	-6%	0%	-5%	-1.7%	-6%	-9%	-4%[57.1 µM]	-26%
Cc1cc2c(cc1C)N(C(=O)CCl)CCN2C(=O)CCl	1.1µM*	-17%	-2%	-10%	x	2%	8.9µM*	2%[57.1 µM]	-46%
c1ccc2c(c1)c1ccccc1n1c(-c3ccc4c(c3)OCO4)nnc21	62%[activator]	-8%	u	3%	9.8%	7%	-3%	44%[activator]	-7%
CCOc1ccccc1C(=O)Nc1nccs1	14%[57.1 µM]	-6%	3%	0%	0.4%	8%	0%	8%[57.1 µM]	14%
CCN1/C(=C(\O)c2ccccc2)C(=O)c2ccccc2S1(=O)=O	-2%	-12%	9%	0%	1.0%	-1%	0%	-5%	-35%
CC(C)(C)NC(=O)CSc1nc2ccccc2c(=O)[nH]1	6%	-8%	3%	0%	-0.8%	4%	0%	7%	-6%
Cc1ccc(C(=O)CSc2nc3cc(C(=O)NC4CCCC4)ccc3c(=O)n2CC2CCCO2)c(C)c1 (stereo not drawn)	17%[57.1 µM]	-10%	10%	1%	-1.1%	2%	-22%	3%[57.1 µM]	-26%
S=c1[nH]nc(C2CCCCC2)o1	-16%[57.1 µM]	-22%	-2%	0%	-1.0%	9%	u	2%[57.1 µM]	4%
